Cdc25B block: inhibitors of human Cdc25B phosphatase | recombinant Cdc25B, OMFP fluorescence Ex485/Em525 | inhibition, %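 (compounds tested at 10 µM final in the well)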 | 65,000 tested, 0.1% active | AID 368; in the data active = inhibition above about 50%
Target sequence (P30305 whole entry, looked up): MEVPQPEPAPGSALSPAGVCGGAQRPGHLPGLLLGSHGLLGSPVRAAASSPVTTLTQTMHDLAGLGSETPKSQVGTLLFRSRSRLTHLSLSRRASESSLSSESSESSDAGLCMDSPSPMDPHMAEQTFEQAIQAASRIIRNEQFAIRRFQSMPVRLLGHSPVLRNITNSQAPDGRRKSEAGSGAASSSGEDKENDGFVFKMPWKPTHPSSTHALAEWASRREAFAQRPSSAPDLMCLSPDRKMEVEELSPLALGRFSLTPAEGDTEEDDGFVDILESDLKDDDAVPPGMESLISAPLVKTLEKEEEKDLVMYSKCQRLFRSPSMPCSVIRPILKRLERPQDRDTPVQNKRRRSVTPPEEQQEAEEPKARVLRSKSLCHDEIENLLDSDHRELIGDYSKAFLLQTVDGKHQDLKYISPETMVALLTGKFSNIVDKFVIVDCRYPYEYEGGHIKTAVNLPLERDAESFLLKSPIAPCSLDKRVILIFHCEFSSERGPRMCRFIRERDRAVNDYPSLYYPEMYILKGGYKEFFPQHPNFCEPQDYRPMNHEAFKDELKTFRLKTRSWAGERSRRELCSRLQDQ
PKA inh: PKA (human) kinase inhibition; inhibition, % at 6 µM; P17612; PKA Kemptide phosphorylation, Kinase-Glo ATP luminescence; 65,000 tested, 0.1% active;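 active = inhibition above the screen-wide mean inhibition plus 3 SD, cut at about 21% in these data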; also: many of its hits are not listed in these tables
Her2 expr inh: inhibitors of human Her2 kinase expression; SKBR-3 HER2 protein level, AlphaScreen, 18-24 h; stronger effect = lower value; P04626; AID 645; HER2 level % of control, % at 10 µM; 65,000 tested, 0.69% active;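 active = HER2 level under 5% of the carrier-only control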;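 also: 100% = DMSO carrier and 0% = 500 nM PU-H71 HSP90 inhibitor; lower value means stronger loss of Her2 protein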
Hsp90 inh: displaces geldanamycin probe from tumor Hsp90 | inhibition, % at 30 µM | 64,000 tested, 0.35% active | P07900 | AID 429 | NCI-N417 lysate Hsp90, Cy3B-geldanamycin FP displacement;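 active = inhibition above 50%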;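 also: 0% = tracer plus lysate wells and 100% = tracer alone without lysate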
A340 absorber: compounds absorbing at 340 nm. compound absorbance at 340 nm, fold over control. fold change at 10 µM. 65,000 tested, under 10 active;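 active = at 10 µM dose, initial 340 nm absorbance at least 2 fold that of control wells; inactive = change under 2 fold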;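 also: initial absorbance extrapolated from kinetic A340 decline of NADH oxidation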
ROCK2 blocker: ROCK2 (human) kinase inhibition; O75116; inhibition, % at 6 µM; 60,000 tested, 0.35% active; AID 604; purified ROCK2, Kinase-Glo ATP depletion luminescence;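 active = inhibition above the screen-wide mean inhibition plus 3 SD, cut at about 18% in these data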;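 also: plate controls were DMSO wells for no effect and Y-27632 control wells after no-enzyme background subtraction for full effect; many of its hits are not listed in these tables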
MKP-1 inh: blocks human MKP-1 phosphatase activity; P28562; 65,000 tested, 0.15% active; recombinant MKP-1, OMFP hydrolysis fluorescence; inhibition, %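 (compounds tested at a single concentration somewhere between 10 and 100 µM)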; AID 374;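 active = inhibition above about 50%, limit read from the data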;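 also: 0% = DMSO max control wells and 100% = wells with enzyme stopped by NaOH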
Target sequence (P28562 whole entry, looked up): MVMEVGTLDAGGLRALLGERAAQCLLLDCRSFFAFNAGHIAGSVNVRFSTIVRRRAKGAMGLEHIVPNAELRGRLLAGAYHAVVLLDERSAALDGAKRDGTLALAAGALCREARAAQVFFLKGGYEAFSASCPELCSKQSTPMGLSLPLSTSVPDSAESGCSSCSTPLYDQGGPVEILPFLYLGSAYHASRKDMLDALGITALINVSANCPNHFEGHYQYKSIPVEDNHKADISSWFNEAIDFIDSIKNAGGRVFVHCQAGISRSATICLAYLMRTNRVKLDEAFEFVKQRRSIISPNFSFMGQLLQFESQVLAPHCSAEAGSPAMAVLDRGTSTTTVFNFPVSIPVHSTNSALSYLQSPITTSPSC
Fluor 339 460: intrinsic fluorescence of library compounds, ex339/em460 – biochemical, MLSMR library, data from DPM-DC assay, artefact control, profiling panel; compound autofluorescence, ex339/em460 nm, NADH buffer; stronger effect = higher value; 1 = no-compound wells, NADH background; fluorescence fold increase at 10 µM; 65,000 tested, 5.5% active; AID 709;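 active = at 10 µM, mean starting fluorescence two-fold or more over control wells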;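 also: signal is the first read of a kinetic run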
JNK3 inh: blocks human JNK3 kinase activity | P53779 | purified JNK3 kinase activity, HTS | inhibition, % at 8 µM | 60,000 tested, 0.61% active | AID 746; in the data active = inhibition above about 17%;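 also: 0% = DMSO and 100% = reference inhibitor; many of its hits are not listed in these tables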
Numbers without * were called inactive; nt = no result given. Some of the compounds tested; the hit share may differ from the screen's.

SMILES | Cdc25B block | PKA inh | Her2 expr inh | Hsp90 inh | A340 absorber | ROCK2 blocker | MKP-1 inh | Fluor 339 460 | JNK3 inh
O=C(Cc1cccs1)Nc1ccccc1NC(=O)Cc1cccs1 | -8 | -8 | 110 | -1 | 1.1 | -4 | -8 | 1 | -3
Cc1cc2oc3c(c(=O)c2cc1C)C(c1ccc(F)cc1)N(CCCN1CCOCC1)C3=O (stereo not drawn) | -4 | 3 | 101 | 1 | 1.1 | 4 | 11 | 1.2 | 6
CCCOC(=O)C1=C(C)NC2=C(C(=O)CC(C)(C)C2)C1c1ccc(N(C)C)cc1 (stereo not drawn) | -2 | -7 | 82 | -1 | 1.1 | -4 | 18 | 1.1 | -8
Cc1cccc(N2CCN(C(=O)C3CCN(S(=O)(=O)c4cccc5nsnc45)CC3)CC2C)c1 (stereo not drawn) | -1 | 8 | 79 | -4 | 1 | 3 | 8 | 1.1 | 0
CCc1nnc(NC(=O)CSc2nnc(CSc3nc(C)cc(C)n3)o2)s1 | -2 | -2 | 81 | -1 | 0.99 | 3 | -11 | 1.1 | -16
O=C(CN1CCN(c2ccccn2)CC1)NCCc1ccccc1 | -11 | 7 | 102 | -2 | 1 | 3 | 7 | 1.1 | -5
CC(C)COC(=O)n1c(=O)oc2cc(S(=O)(=O)N3CCCCC3)ccc21 | 14 | -11 | 105 | 0 | 1.1 | -6 | -6 | 1 | 4
COc1ccc(CN2CCNC(=O)C2CC(=O)O)c(OC)c1 (stereo not drawn) | -18 | 6 | 100 | -3 | 1.1 | -5 | 0 | 1.1 | -1
CC(=O)Nc1cccc(Cl)c1C(=O)O | -13 | 1 | 93 | 1 | 1 | 0 | -15 | 1.2 | -5
CCOC(=O)C1CCN(C(=O)C2CCN(S(=O)(=O)CC)CC2)CC1 | -3 | 0 | 97 | -2 | 1 | -1 | 22 | 1.1 | -7
COc1ccc(-c2nnc(SCC(=O)N3CCN(c4ccccc4)CC3)o2)cc1OC | -5 | 7 | 75 | -1 | 1 | 4 | 4 | 1.1 | -2
O=C(CN1CCN(C(c2ccccc2)c2ccccc2)CC1)NC(=O)NCc1ccco1 | -16 | 0 | 98 | -3 | 1 | -1 | 28 | 1 | 3
CC(=O)SC(C)CC(=O)Nc1ccccc1 (stereo not drawn) | -4 | -4 | 61 | 1 | 1 | -1 | 11 | 1 | -6
O=C(c1ccc(N2C(=O)CCC2=O)cc1)N1CCN(c2ccccc2)CC1 | -6 | 10 | 92 | -8 | 1 | 12 | 23 | 1.1 | -1
O=C(O)CCN1Cc2ccccc2C1=O | -15 | -4 | 123 | 1 | 1 | -5 | 5 | 1.1 | -7
COc1ccc(NC(=O)CCN2CCN(S(=O)(=O)c3cc(Cl)ccc3OC)CC2)cc1 | -2 | -2 | 91 | 0 | 0.97 | 0 | 3 | 1.1 | 0
O=C(O)c1ccccc1OCCOc1ccccc1C(=O)O | -5 | 3 | 85 | -4 | 1 | 11 | 3 | 1 | -4
Cn1c(=O)c2c(nc(N3CCNCC3)n2Cc2cccc3ccccc23)n(C)c1=O | -9 | 5 | 110 | -4 | 0.99 | 2 | -3 | 1.1 | 2
CCCNC(=O)c1nc2ncc(Br)cn2n1 | -9 | 6 | 91 | -1 | 1 | 1 | -40 | 1.1 | 7
CN1CCCCc2c1nc1ccccc1c2N (tested in a mixture with another compound) | -11 | 9 | 68 | -3 | 1.1 | 3 | -1 | 1.5 | -4
Cc1nn(C)cc1/C=N/O | 10 | 5 | 84 | -3 | 1 | -1 | -21 | 1.1 | 6
Cc1ccc(-c2nc3ccccc3c(=O)n2CCN2CCOCC2)cc1 | 0 | 2 | 88 | -1 | 1 | 5 | -9 | 1 | 7
Nc1nc2n(n1)C(c1cccc(Br)c1)CC(c1ccc(F)cc1)N2 (stereo not drawn) | 7 | -5 | 87 | -2 | 0.99 | -7 | 23 | 1 | 0
CCOC(=O)N(C)OC(=O)Nc1ccc(Cl)c(Cl)c1 | -5 | 4 | 99 | -2 | 1 | 6 | 8 | 1 | -8
O=C(O)CC1CCS(=O)(=O)C1 (stereo not drawn) | -1 | 6 | 98 | 1 | 1 | -1 | 21 | 1.1 | -1
CN(C)c1ccc(CNC23CN4CN(CN(C4)C2)C3)cc1 | -4 | 1 | 130 | -6 | 1.1 | -1 | 11 | 1.1 | -15
COc1ccc(OC)c(N(CC(=O)NCCSc2ccccc2)S(C)(=O)=O)c1 | -5 | 12 | 56 | nt | 1 | nt | 1 | 0.93 | nt
Cc1cc(=O)c2n(Cc3ccc(Cl)cc3)nc[n+]2[nH]1 | 3 | 2 | 102 | 6 | 1 | 0 | -2 | 1.1 | -12
Cc1ccc(C)c(N2C(=O)CC(N3CCN(Cc4ccc5c(c4)OCO5)CC3)C2=O)c1 (stereo not drawn) | -10 | 13 | 120 | -1 | 1 | 5 | 2 | 1.1 | -1
Nc1cccc2cnccc12 | 81* | -6 | 98 | 63* | 0.99 | 26* | 6 | 1.1 | -6
C=CCOc1ccccc1/C=c1\sc2nc(-c3oc4ccccc4c3C)nn2c1=O | -2 | 6 | 85 | -5 | 1.1 | 3 | 16 | 1.2 | -4
Cc1cc(C)c2c(n1)nn1c(C)c(CCC(=O)NCc3ccco3)c(C)nc21 | -13 | -1 | 104 | 2 | 1.1 | -1 | 7 | 2.1* | 9
Cn1c(CN2CCCC2)nc2cc(NS(=O)(=O)c3ccccc3)ccc21 | -3 | 14 | 87 | -13 | 1 | 6 | 5 | 1.1 | -2
Cc1cc(C)nc(Nc2n[nH]c(COc3ccccc3)n2)n1 | -6 | 0 | 112 | -3 | 1 | 2 | 6 | 1.1 | -4
O=C(Nc1cnc2ccccc2c1)c1cccnc1 | 2 | -3 | 83 | 1 | 1.1 | 5 | 5 | 1.1 | 1
C=C(C)CSc1nc2ncccc2[nH]1 | 3 | -10 | 102 | -2 | 1.1 | 0 | -32 | 1.1 | 8
O=C(Nc1ccc(N2CCCC2)c(Cl)c1)c1ccc(Br)o1 | 3 | -6 | 61 | -5 | 1.1 | 0 | 5 | nt | 2
CSC1=C(C#N)C(c2ccc(C(C)C)cc2)CC(=O)N1 (stereo not drawn) | -6 | 2 | 83 | -2 | 1 | 4 | 0 | 1.1 | -3
O=c1c2cnn(-c3ccccc3)c2ncn1/N=C/c1ccncc1 | 7 | 3 | 93 | -3 | 1 | 2 | 8 | 1 | 4
O=S(=O)(Nc1cccc2ncccc12)c1cccs1 | 1 | 4 | -7.3* | 12 | 0.99 | 4 | -6 | 1.1 | -2
CNC(=O)C1CC(=O)N(Cc2ccc3c(c2)OCO3)C(=Nc2ccc(OC)cc2)S1 (stereo not drawn) | -13 | -8 | 102 | 0 | 1 | -9 | 8 | 1.1 | 0
O=C(NCc1cccs1)c1cccc(N2CCCC2=O)c1 | 11 | 9 | 70 | -4 | 1 | 6 | 3 | 1.1 | -3
c1ccc(N2CCN(Cc3ccnc4ccccc34)CC2)cc1 | 7 | 0 | 103 | -4 | 1 | -1 | -12 | 0.96 | -2
Cc1cc(C)cc(N(CC(=O)NCC2CCCO2)C(=O)CCC(=O)Nc2cc(C)on2)c1 (stereo not drawn) | -9 | 0 | 79 | -3 | 0.97 | 0 | -11 | 1.1 | -1
O=C(c1n[nH]c(=O)c2ccccc12)N1CCN(c2ccccc2Cl)CC1 | 6 | -2 | 81 | -5 | 1 | 4 | 16 | 1 | 1
O=C(NCC1CCCO1)C1CCN(CC2CCCCC2)CC1 (stereo not drawn) | -17 | 0 | 94 | 0 | 0.98 | 2 | 7 | 1.2 | -6
CC(C)c1[nH]nc2c1C(C(C)C)C(C#N)=C(N)O2 (stereo not drawn) | 2 | 10 | 77 | 0 | 0.98 | 2 | -8 | 1 | -1
CCOCCn1c(CN2CCCC(C)C2)nc2c1c(=O)n(C)c(=O)n2C (stereo not drawn) | 0 | 6 | 61 | -6 | 1 | 4 | 0 | 1.1 | 3
CSc1cccc(NS(=O)(=O)c2cccc3nsnc23)c1 | -3 | 11 | 57 | nt | 0.96 | nt | 8 | 1.1 | nt
COC(=O)c1c(C)oc2ccc(NS(=O)(=O)c3cccs3)cc12 | 7 | -7 | 102 | -3 | 0.99 | nt | 2 | 1 | nt
[O-][n+]1onc2c1CCC1N(O)C(c3ccccc3)CC21O (stereo not drawn) | 0 | -2 | 109 | -3 | 1.1 | 0 | 0 | 1.1 | 0
COc1ccc(C(N)=O)cc1NC(=O)c1cccc(F)c1 | 0 | -5 | 82 | -3 | 1 | 1 | 10 | 1.1 | 2
COC(=O)COc1ccc(S(=O)(=O)NCCC2=CCCCC2)cc1 | -2 | 2 | 106 | -6 | 0.98 | 1 | -4 | 1.1 | 3
O=C(Nc1ccc(S(=O)(=O)N2CCCC2)cc1)c1ccc(CN2CCOCC2)cc1 | 5 | 6 | 97 | -2 | 0.99 | 6 | 24 | 1.1 | -2
CCC(Sc1nc2n[nH]c(C)c2c(=N)n1-c1cccc(Cl)c1)C(=O)NCCOC (stereo not drawn) | 11 | -3 | 76 | -1 | 1.1 | 1 | 42 | 1.1 | 4
CCSC1=C(C#N)C(c2cccs2)C(C(=O)OC)=C(C)N1 (stereo not drawn) | -21 | 8 | 100 | -4 | 1 | 8 | -26 | 1.1 | 0
COc1ccc(-c2nnn(CC(=O)N(C3CCCC3)C(C)C(=O)NC3CCCC3)n2)cc1OC (stereo not drawn) | -4 | 13 | 94 | -3 | 1 | 5 | -10 | 1.1 | 6
Cc1cc(C(=O)CSC(C)c2nc3ccccc3c(=O)[nH]2)c(C)n1C (stereo not drawn) | -1 | 6 | 107 | -28 | 1 | 1 | 7 | 1.1 | 2
CCOC(=O)N1CCN(c2ccc3nnnn3n2)CC1 | -6 | 7 | 101 | -4 | 1 | 4 | 4 | 1.1 | -1
CCOc1ccc(CC2S/C(=N/c3ccccn3)NC2=O)cc1 (stereo not drawn) | -4 | 0 | 116 | -2 | 1 | -4 | 11 | 1.1 | -1
O=C(CCCn1c(SCC(=O)NC2CCCCC2)nc2ccccc2c1=O)NCC1CCCO1 (stereo not drawn) | -25 | 0 | 132 | -2 | 1 | nt | 28 | 1.1 | nt

Of the compounds above, these contain an aryl thioether with sulfur outside any ring.
SMILES | Cdc25B block | PKA inh | Her2 expr inh | Hsp90 inh | A340 absorber | ROCK2 blocker | MKP-1 inh | Fluor 339 460 | JNK3 inh
CCc1nnc(NC(=O)CSc2nnc(CSc3nc(C)cc(C)n3)o2)s1 | -2 | -2 | 81 | -1 | 0.99 | 3 | -11 | 1.1 | -16
COc1ccc(-c2nnc(SCC(=O)N3CCN(c4ccccc4)CC3)o2)cc1OC | -5 | 7 | 75 | -1 | 1 | 4 | 4 | 1.1 | -2
COc1ccc(OC)c(N(CC(=O)NCCSc2ccccc2)S(C)(=O)=O)c1 | -5 | 12 | 56 | nt | 1 | nt | 1 | 0.93 | nt
C=C(C)CSc1nc2ncccc2[nH]1 | 3 | -10 | 102 | -2 | 1.1 | 0 | -32 | 1.1 | 8
CSc1cccc(NS(=O)(=O)c2cccc3nsnc23)c1 | -3 | 11 | 57 | nt | 0.96 | nt | 8 | 1.1 | nt
CCC(Sc1nc2n[nH]c(C)c2c(=N)n1-c1cccc(Cl)c1)C(=O)NCCOC (stereo not drawn) | 11 | -3 | 76 | -1 | 1.1 | 1 | 42 | 1.1 | 4
O=C(CCCn1c(SCC(=O)NC2CCCCC2)nc2ccccc2c1=O)NCC1CCCO1 (stereo not drawn) | -25 | 0 | 132 | -2 | 1 | nt | 28 | 1.1 | nt

High-throughput results from PubChem BioAssay.
